Screening results: PubChem, National Center for Advancing Translational Sciences (NCATS)
HCV inhibitor: qHTS Assay for Inhibitors of Hepatitis C Virus (HCV) | Huh7.5.1 HCVcc-Cre infection, luciferase reporter, 44 h | Potency, µM (titrated, usually from 41.8 µM), without a hit: top-dose activity change, negative = inhibition, hits mostly inhibitors | hit rate 3.4% among 340,000 | AID 651820, 2012; note: potency is the fitted concentration of half-maximal effect
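Seed cells (1,000/well) for 4 h; treat with compound and infect with HCVcc-Cre, moi about 0.5. Incubate 44 h, then detect luciferase activity.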
HCMV antiviral: qHTS Assay for inhibitors of the human cytomegalovirus (HCMV); HFF cells, HCMV-luciferase reporter, 72 h; active compounds read low; hit rate 4.5% among 410,000; activity change, negative = inhibition, % at 57.5 µM; in the data active = activity change below about -60%; inconclusive = no clear call, values can overlap the other calls; inactive = above about -39%
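After 16 h attachment at 37C, HFF cells received test compound and HCMV-luciferase (1 PFU/cell); reporter luminescence read 72 h later, data normalized against buffer-only and known inhibitor Salinomycin.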
AmpC no deterg: qHTS Inhibitors of AmpC Beta-Lactamase (assay without detergent); AmpC nitrocefin hydrolysis, absorbance 480 nm, 0.0001% Triton; AID 485341, 2010; hit rate 0.52% among 330,000; P00811; Potency, µM (doses to about 57.1 µM), inactives show at the highest dose activity change, negative = inhibition, most hits filed as inhibitors;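 note: potency is the fitted concentration of half-maximal effect; plate controls were no compound for no effect and no enzyme for full effect; nearly all actives have a fitted effect of over 20% in size; some results filed as inactive show a strong effect at the top dose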
Target sequence (P00811 whole entry, looked up): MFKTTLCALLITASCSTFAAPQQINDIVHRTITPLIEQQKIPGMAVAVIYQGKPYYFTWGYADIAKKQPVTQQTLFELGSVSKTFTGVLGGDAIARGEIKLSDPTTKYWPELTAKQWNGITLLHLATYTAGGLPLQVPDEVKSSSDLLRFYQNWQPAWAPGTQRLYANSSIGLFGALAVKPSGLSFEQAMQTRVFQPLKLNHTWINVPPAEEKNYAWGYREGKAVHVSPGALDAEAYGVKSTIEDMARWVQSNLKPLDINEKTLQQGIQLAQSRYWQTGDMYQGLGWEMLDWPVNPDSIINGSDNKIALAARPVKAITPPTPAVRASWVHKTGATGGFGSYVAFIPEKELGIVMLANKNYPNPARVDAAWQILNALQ
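AmpC (5.3 nM in the dispensed reagent) in 20 mM phosphate pH 7.0 with 0.01% (detergent screen) or 0.0001% Triton X-100 was preincubated with compounds for 15 min at room temperature. Nitrocefin was then added from an 800 uM solution, and hydrolysis was followed at 480 nm.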
Sm TGR block: qHTS Assay for the Inhibitors of Schistosoma Mansoni Peroxiredoxins; Schistosoma mansoni thioredoxin glutathione reductase (TGR), Q962Y6; purified TGR, DTNB reduction, TNB absorbance 405 nm; Potency, µM (top dose mostly 114 µM), inactives show top-dose activity change, negative = inhibition, actives largely listed as inhibitors; hit rate 3% among 360,000; AID 485364, 2010; note: potency is the fitted concentration of half-maximal effect; nearly all actives have a fitted effect of over 60% in size
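First, TGR (20 nM dispensed) and NADPH were mixed with compound. Second, a 15 min room-temperature incubation followed. Third, further NADPH and then DTNB were added to start the reaction. Finally, TNB absorbance was monitored kinetically.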
FBPA Giardia inh: qHTS Assay for Inhibitors of Fructose-1,6-bisphosphate Aldolase from Giardia Lamblia | A8B2U2 | purified Giardia FBPA | Potency, µM (highest dose often 59.6 µM), inactives show at the top dose activity, negative = inhibition, actives largely listed as inhibitors | hit rate 0.71% among 290,000 | AID 2451, 2010; note: potency is the fitted concentration of half-maximal effect; nearly all actives have a fitted effect of over 55% in size
Target sequence (A8B2U2 whole entry, looked up): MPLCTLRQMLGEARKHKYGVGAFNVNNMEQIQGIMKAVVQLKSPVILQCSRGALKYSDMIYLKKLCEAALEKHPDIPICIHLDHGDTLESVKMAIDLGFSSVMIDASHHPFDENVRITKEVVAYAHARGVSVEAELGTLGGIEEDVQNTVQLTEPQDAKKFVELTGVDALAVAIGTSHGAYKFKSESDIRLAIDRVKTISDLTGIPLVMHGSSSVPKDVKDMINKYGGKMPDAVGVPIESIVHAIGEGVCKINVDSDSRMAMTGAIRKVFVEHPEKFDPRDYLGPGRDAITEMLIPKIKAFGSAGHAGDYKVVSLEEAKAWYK
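Giardia FBPA (40 nM reagent) was preincubated 10 min at RT with compound (up to 57.5 uM final), then substrate plus GAPDH/TPI/NAD/arsenate coupling system with diaphorase/resazurin was added; resorufin fluorescence (525/598 nm) was read after 20 min.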
AmpC inh detg: qHTS Inhibitors of AmpC Beta-Lactamase (assay with detergent); hit rate 0.041% among 370,000; P00811; AID 485294, 2010; AmpC hydrolysis of nitrocefin, absorbance 480 nm, 0.01% Triton; Potency, µM (titrated, usually from 114 µM), without a hit: at the highest dose activity change, negative = inhibition, most hits filed as inhibitors;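 note: potency is the fitted concentration of half-maximal effect; 0% = no-compound wells and -100% = no-enzyme wells; nearly all actives have a fitted effect of over 25% in size; some results filed as inactive show a strong effect at the top dose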
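20 mM phosphate pH 7.0 + 0.01% (detergent screen) or 0.0001% Triton X-100; 5.3 nM AmpC reagent; cpd preinc 15 min RT; nitrocefin (800 uM stock) to start; A480 q20 s × 4 min; Activity was normalised to no-enzyme and no-compound control wells.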
Active calls of the source: *; ? = inconclusive; nt = not tested or not shown; & = joins results of further samples; [ ] = remark or other dose. Unless noted, calls come from the whole dose curve; as a rule, active = well fitted curve in the direction sought with a large enough effect; inconclusive = small, poorly fitted or top-dose-only effect, or another doubt; inactive = no such curve, though single readings can be large; an effect the other way counts as inactive or inconclusive. Unless noted, % is set by controls: 0 for no effect and ±100 for the full control effect. No enrichment for hits (roughly 9.9% active in at least one column).

SMILES | AmpC inh detg | AmpC no deterg | HCV inhibitor | HCMV antiviral | FBPA Giardia inh | Sm TGR block
O=C(Nc1cccc(Cl)c1N1CCCC1)c1ccc(Br)o1 | ? | -4% | ? | ? | 3% | -2%
COc1ccc(N2CCN(S(=O)(=O)c3ccc(C(=O)NC4CCCC4)cc3)CC2)cc1 | -15% | -3% | ? | 0 | 7% | 0%
Cc1c2cnn(-c3ccccc3)c(=O)c2c(C)n1C(C)C(=O)NCc1cccc(Br)c1 (configuration not stated) | -8% | nt | nt | ? | nt | 0%
CC(NC(=O)CN1C(=O)NC2(CCCC2)C1=O)c1ccc2ccccc2c1 (configuration not stated) | 7% | -9% | 0% | 16 | nt | 1%
O=C1NCCN/C1=C\C(=O)c1ccccc1 | -7% | -3% | 7% | 21 | 3% | 4%
C[C@H](CO)N1C[C@H](C)[C@@H](CN(C)S(=O)(=O)c2ccccc2)Oc2ccc(NC(=O)Cc3ccccc3)cc2C1=O | nt | 149%[activator] | 19% | ? | nt | nt
NC(=O)Nn1c(CCC(=O)O)ccc1-c1ccc(F)cc1 | 1% | -16% | 14% | -93* | -7% | 50µM*
Cc1cc(=O)oc2c(C)c(OCC(=O)N3CCN(c4ccccc4)CC3)ccc12 | -9% | 42% | ? | ? | -2% | -8%
Cc1ccc(Cl)cc1NC(=O)C(Cc1ccccc1)NS(=O)(=O)c1cccc2nsnc12 (configuration not stated) | -4% | nt | nt | -32 | nt | -4%
COc1ccc(CCNC(=O)CCn2c(=O)c3ccccc3n(CC(=O)NCC3CCCO3)c2=O)cc1OC (configuration not stated) | 4% | -13% | -2% | 0 | 0% | 4%
Cc1ccccc1CSc1nnc(CCCCCNC(=O)OC(C)(C)C)o1 | 7% | 68%[activator] | -10% | ? | 1% | 7%
CCCCCC(=O)Nc1ccc(NC(=O)c2cc3ccccc3o2)c(OC)c1 | -2% | nt | nt | -30 | nt | -3%
Cc1ccc(C2=NN(C(=O)CCCC(=O)O)C(c3ccc4c(c3)OCO4)C2)cc1 (configuration not stated) | ? | -28% | 10% | 5 | 14% | -13%
COc1ccccc1-c1nnc(NC(=O)CCS(=O)(=O)c2ccccc2)o1 | 2% | -5% | -4% | -5 | nt | 40µM*
CCCN(C(=O)c1cc2c(=O)oc3ccccc3c2s1)c1ccccc1C | 8% | nt | nt | -9 | nt | 23%
CN(C)/C(CN1CCN(C=O)CC1)=C1\N=C(c2ccccc2)OC1=O | -1% | 38% | ? | -61* | 4% | 9%
N#Cc1cc2cc3c(cc2nc1SCC(=O)N1CCCC1)OCCO3 | ? | -8% | -10% | nt | -9% | -14%
COc1ccc(NC(=O)CN2C(=O)CSc3ccc(S(=O)(=O)N4CCCC4)cc32)cc1OC | 2%&4% | -24% | 16% | -5&16 | 12% | -19%&2%
Cc1ccc(NC(=O)CN2C(=O)C3CC=CCC3C2=O)cc1S(=O)(=O)N1CCOCC1 (configuration not stated) | ? | 18% | 16% | 2 | 1% | 0%
O=C(c1ccccc1NS(=O)(=O)c1ccc(F)cc1)N1CCOCC1 | 2% | -13% | 16% | -21 | -13% | 3%
COc1cccc(-n2c(/C=C/c3cccc(C)c3)nc3ccccc3c2=O)c1 | -8% | nt | nt | -3 | nt | 1%
CCOC(=O)CNc1c(-c2ccc(F)cc2)nc2cnccn12 | 1% | -8% | 17% | 17 | 1% | -1%
O=C(O)CCN1C(=O)c2ccc(NC(=O)C(c3ccccc3)c3ccccc3)cc2C1=O | 3% | -32% | 15% | 0 | 19% | -4%
CC(=O)Nc1ccc(NS(=O)(=O)C(F)(F)F)cc1 | -1% | -9% | 6% | 40 | 10% | ?
Cc1ccc(NC(=O)[C@@H]2CCCN2S(=O)(=O)c2ccc(Cl)cc2)cc1 | nt | -6% | -4% | 3 | nt | nt
CCOc1ccccc1-n1c(O)c(C=NCCCN(CC)CC)c(=O)[nH]c1=O | -4% | -10% | 23% | -14 | 3% | 0%
CCOc1ncccc1C(=O)NCCc1ccc(Cl)cc1 | 2% | 21% | 20% | -9 | 25% | -1%
COc1ccc(CCN=C(N)NS(=O)(=O)c2ccc(C)cc2)cc1OC | -1% | -13% | -2% | 43 | 5% | 2%
CCOC(=O)CNC(=S)N(Cc1cccs1)C1CCCCC1 | 0% | -18% | 1% | -32 | 5% | 1%
O=C(C1CCCN(S(=O)(=O)c2ccc(F)cc2)C1)N1CCCCCC1 (configuration not stated) | 4% | 4% | -23% | -13 | nt | 10%
COc1ccc(C2=NS(=O)(=O)N(C)C(C(=O)N3CCN(C)CC3)=C2)cc1 | -13% | -5% | 18% | 14 | 11% | -3%
Cc1ccc(N(Cc2cccs2)C(=O)COc2ccccc2[N+](=O)[O-])cc1 | 2% | nt | nt | -68* | nt | -11%
COc1ccc(OC)c(-c2csc(NC(=O)CN3C(=O)C4CCCCC4C3=O)n2)c1 (configuration not stated) | -5% | 37% | -6% | -21 | nt | 0%
N#Cc1c(NC(=O)CSc2nnnn2C2CCCCC2)sc2c1CCCC2 | ? | -5% | 12% | -12 | 3% | -15%
Cc1ccc(Sc2c(C#N)c(-c3ccccc3)nn2C)cc1 | -14% | -11% | ? | -34 | 4% | 19%
COc1cc(-c2nc3ccccn3c2/N=C/c2ccc(F)cc2)ccc1O | -2% | -20% | -5% | -7 | ? | -14%
O=C(NC1CCSc2ccccc21)c1cccc(Br)c1 (configuration not stated) | 4% | -1% | ? | -4 | nt | 2%
O=C(O)c1cc(-c2ccc(/C=C3/SC(=S)N(Cc4ccccc4)C3=O)o2)ccc1Cl | -3% | -42% | 2% | -28 | ? | 25µM*
COc1ccc(C(=O)NCc2ccc(N3CCN(C)CC3)cc2)cc1 | 0% | -11% | ? | nt | -2% | 33%
Cc1ccc(C(=O)Nc2ncccc2C)cc1S(=O)(=O)N1CCOCC1 | 4% | -6% | 11% | -10 | nt | 5%
CC(C)c1nc(SCc2ccccn2)c2c(=O)n(C)c(=O)n(C)c2n1 | ? | -11% | ? | -33 | 3% | -3%
O=C(O)C1CSC(c2ccncc2)N1 (configuration not stated) | -15% | -5% | 13% | nt | -16% | 0%
C=C(C)c1nc2cc(OC)c(OC)cc2c(=O)o1 | 0% | -21% | 9% | 12 | 1% | 3%
O=[N+]([O-])c1cc2c(c(CSc3nnnn3-c3ccc(O)cc3)c1)OCOC2 | -1% | -51% | ? | -24 | 10% | 4%
Cc1ccc(N(C(=O)c2ccco2)C(C(=O)NC2CCCC2)c2cccnc2)cc1 (configuration not stated) | -4% | 8% | 10% | -4 | 11% | -2%
COc1cc(NC(=O)CC2NCCNC2=O)cc(OC)c1 (configuration not stated) | 0% | -1% | 12% | 10 | -19% | 11%
COc1ccc(NC(=O)c2oc3ccccc3c2NC(=O)c2cccc(F)c2)c(OC)c1 | 10% | nt | nt | -4 | nt | 6%
O=C(CSc1nc2ccccc2c(=O)n1Cc1ccc(F)cc1)NCc1cccs1 | -12% | -21% | ? | -26 | -2% | 1%
Cc1ccc(NC(=O)c2oc3ccccc3c2NC(=O)C2CCCCC2)cc1 | 10% | nt | nt | -11 | nt | -1%
Cc1nn(-c2ccccc2)cc1/C=N/NC(N)=S | 5% | -32% | -8% | 7 | -17% | 1%
CCCS(=O)(=O)Nc1cc(-c2cn3cccc(C)c3n2)ccc1C | -2% | nt | nt | 75 | nt | 1%
COc1ccc(-c2csc(NNC3=NCCCCC3)n2)cc1 | -4% | -4%[11.4 µM] | ? | 20 | ? | -15%
COc1cc(NC(=O)c2cccc(Cl)c2)c(OC)cc1NC(=O)CN1CCOCC1 | ? | 121%[activator] | ? | -72* | -26% | -11%
CCc1nnc(NC(=O)c2nc(SCc3cccc(C)c3)ncc2Cl)s1 | -5% | nt | nt | 0 | nt | -2%
O=C1/C(=C\c2ccc(Cl)cc2Cl)N2CCC1CC2 | -1% | -6% | -12% | -21 | 9% | -19%
O=C(Oc1ccc(-c2nnco2)cc1)N1CCOCC1 | ? | -25% | -8%&3% | 64 | -2% | 1%
Cc1ccccc1NC(=O)/C=C/c1cccc(C(F)(F)F)c1 | 1% | -27% | -9% | ? | -3% | -8%
CCOc1cc(CN2CCN(C(=O)Cc3ccccc3)CC2)ccc1OC | -14% | 17% | -1% | -7 | ? | -34%
Cc1cc(C(=O)OCC(=O)N(C)c2ccccc2)c(C)o1 | nt | -10% | 11% | 4 | nt | nt
CCOc1ccc(CC(=O)NCCc2sc3nc(-c4ccc(OC)cc4)nn3c2C)cc1 | 1% | nt | nt | -12 | nt | -2%

Whole records from above. Order of screens: AmpC inh detg, AmpC no deterg, HCV inhibitor, HCMV antiviral, FBPA Giardia inh, Sm TGR block
O=C(C1CCCN(S(=O)(=O)c2ccc(F)cc2)C1)N1CCCCCC1 (configuration not stated) across the screens: 4%, 4%, -23%, -13, nt, 10%
Cc1ccc(NC(=O)CN2C(=O)C3CC=CCC3C2=O)cc1S(=O)(=O)N1CCOCC1 (configuration not stated) across the screens: ?, 18%, 16%, 2, 1%, 0%
CC(C)c1nc(SCc2ccccn2)c2c(=O)n(C)c(=O)n(C)c2n1 across the screens: ?, -11%, ?, -33, 3%, -3%
O=C(Oc1ccc(-c2nnco2)cc1)N1CCOCC1 across the screens: ?, -25%, -8%&3%, 64, -2%, 1%
COc1cc(-c2nc3ccccn3c2/N=C/c2ccc(F)cc2)ccc1O across the screens: -2%, -20%, -5%, -7, ?, -14%

New compounds follow:
SMILES | AmpC inh detg | AmpC no deterg | HCV inhibitor | HCMV antiviral | FBPA Giardia inh | Sm TGR block
CC(=O)NC(O)C(=O)c1ccccc1 (configuration not stated) | -6% | -8% | 7% | 9 | 2% | -1%
CCCCNC(=O)CN1CCN(c2ncc(NC(=O)c3ccc(Cl)cc3)cc2C(=O)O)CC1 | -3% | nt | nt | 11 | nt | -19%
CCOC(=O)CSc1nc2c(c(=O)n(Cc3ccccc3Cl)c(=O)n2C)n1C | -18% | 39% | 6% | 20 | -1% | 5%
Cc1cc2oc3c(c(=O)c2cc1C)C(c1ccc(C(C)C)cc1)N(c1nc(C)c(C)s1)C3=O (configuration not stated) | 11% | nt | nt | -1 | nt | 3%
COc1ccc(Nc2nnc(SCC(=O)N3CC(=O)Nc4ccccc43)s2)cc1 | 5% | -52% | 10% | 59 | -13% | 8%
Cc1nnc(SCC(=O)N2CCN(S(=O)(=O)c3ccc(Cl)cc3)CC2)[nH]c1=O | -12% | -19% | 4% | 35 | -21% | 5%

A draw from above in order of length of the SMILES, lowest first:
SMILES | AmpC inh detg | AmpC no deterg | HCV inhibitor | HCMV antiviral | FBPA Giardia inh | Sm TGR block
O=C(NC1CCSc2ccccc21)c1cccc(Br)c1 (configuration not stated) | 4% | -1% | ? | -4 | nt | 2%
COc1ccc(CCN=C(N)NS(=O)(=O)c2ccc(C)cc2)cc1OC | -1% | -13% | -2% | 43 | 5% | 2%
Cc1ccc(NC(=O)[C@@H]2CCCN2S(=O)(=O)c2ccc(Cl)cc2)cc1 | nt | -6% | -4% | 3 | nt | nt
